Bioassay records from PubChem BioAssay.
GPR151 ag – activators of human GPR151, primary screen, cell-based, PathHunter beta-arrestin, luminescence; G-protein coupled receptor 151 (Homo sapiens), Q8TDV0; PathHunter beta-arrestin GPR151 cells; activation, % at 11.2 µM; hit rate 1% among 650,000; AID 1508602, 2020; in the data active means activation above about 4.9%;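 further: 0% = median of compound wells and 100% = cells with positive control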
Target sequence (Q8TDV0 whole entry, looked up): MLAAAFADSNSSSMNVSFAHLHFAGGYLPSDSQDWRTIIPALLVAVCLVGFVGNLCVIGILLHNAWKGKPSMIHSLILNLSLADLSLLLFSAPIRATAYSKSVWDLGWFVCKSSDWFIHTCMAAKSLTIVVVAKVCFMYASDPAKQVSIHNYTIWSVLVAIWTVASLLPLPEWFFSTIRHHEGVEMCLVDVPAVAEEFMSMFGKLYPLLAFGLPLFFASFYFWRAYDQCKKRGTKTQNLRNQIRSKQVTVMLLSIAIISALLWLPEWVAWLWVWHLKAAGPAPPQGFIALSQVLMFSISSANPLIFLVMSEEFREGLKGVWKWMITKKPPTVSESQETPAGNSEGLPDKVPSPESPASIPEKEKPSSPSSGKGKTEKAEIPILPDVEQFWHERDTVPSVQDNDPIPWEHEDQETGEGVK
MITF primary – MITF inhibitors, primary screen, biochemical, AlphaScreen, human; Microphthalmia-associated transcription factor (Homo sapiens), O75030; AlphaScreen MITF homodimerization, bead proximity signal; inhibition, % at 2.6 µM; hit rate 0.91% among 650,000; in the data active means inhibition above about 50%;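 further: 0% = vehicle wells with protein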
TEAD-YAP inh – TEAD-YAP interaction inhibition, primary screen, TEAD-YAP interaction inhibitor project, luminescence, HEK-TIYL cells; TEAD-Gal4/YAP UAS-luciferase luminescence; inhibition, % at 9.12 µM; hit rate 1.4% among 640,000; AID 1259422, 2018; in the data active means inhibition above about 32%;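 further: 0% = median of test compound wells and 100% = reference inhibitor wells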
FBW7 activator – FBW7 E3 ligase activators, primary screen, biochemical, AlphaScreen, human. normalized activity (activation), % at 26.1 µM. F-box/WD repeat-containing protein 7 (Homo sapiens), Q969H0. hit rate 0.13% among 650,000. AlphaScreen FBW7–phospho-cyclin E peptide binding, activator screen; in the data active means normalized activity above about 1.9%;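 further: purified mutant Fbw7 with reduced substrate affinity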
Target sequence (Q969H0 whole entry, looked up): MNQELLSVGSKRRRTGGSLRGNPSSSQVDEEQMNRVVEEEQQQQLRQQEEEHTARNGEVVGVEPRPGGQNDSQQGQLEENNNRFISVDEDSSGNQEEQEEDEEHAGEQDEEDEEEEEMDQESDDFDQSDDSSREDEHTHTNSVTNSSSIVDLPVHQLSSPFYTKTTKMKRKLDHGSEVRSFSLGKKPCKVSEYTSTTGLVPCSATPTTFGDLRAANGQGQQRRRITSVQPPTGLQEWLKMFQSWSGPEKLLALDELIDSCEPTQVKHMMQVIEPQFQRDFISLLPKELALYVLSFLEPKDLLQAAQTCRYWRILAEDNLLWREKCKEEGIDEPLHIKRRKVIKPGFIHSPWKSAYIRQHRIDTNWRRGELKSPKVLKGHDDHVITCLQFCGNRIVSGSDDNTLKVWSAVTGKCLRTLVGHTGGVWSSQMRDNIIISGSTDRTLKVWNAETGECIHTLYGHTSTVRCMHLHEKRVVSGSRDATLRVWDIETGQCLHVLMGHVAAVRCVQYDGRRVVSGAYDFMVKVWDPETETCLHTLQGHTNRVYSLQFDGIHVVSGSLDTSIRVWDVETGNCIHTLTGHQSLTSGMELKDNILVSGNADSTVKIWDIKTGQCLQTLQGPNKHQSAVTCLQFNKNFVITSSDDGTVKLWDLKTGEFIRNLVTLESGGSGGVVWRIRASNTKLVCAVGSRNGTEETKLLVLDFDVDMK
An asterisk follows results filed as active; & = joins results of further samples.

CCN1CCN(C(=O)/C=C/c2ccc(C(C)C)cc2)CC1 was read as GPR151 ag 0.8, MITF primary 1.5, TEAD-YAP inh 3.6 and FBW7 activator -0.1.
For Cc1ccc(C)c(NC(=O)c2c(F)cccc2F)c1 the results were GPR151 ag -1.8, MITF primary -10.6, TEAD-YAP inh -15.5 and FBW7 activator -0.1.
COc1cc2c(cc1OC)C(COc1ccc(F)cc1)N(C(=O)c1ccc(S(=O)(=O)N(C)C)cc1)CC2 (stereo not given) was read as GPR151 ag -0.3, MITF primary -8.8, TEAD-YAP inh 10.4 and FBW7 activator -0.2.
For CN(C1CCC(=O)N(Cc2cc3c(cc2Cl)OCO3)CC1)C1CCOC1 (stereo not given) the results were GPR151 ag -0.2, MITF primary 2.6, TEAD-YAP inh -2.4 and FBW7 activator 0.1.
For O=C1C2C3C=CC(C3)C2C(=O)N1Cc1ccc(Cl)cc1 (stereo not given) the results were GPR151 ag 3.1, MITF primary 4.5, TEAD-YAP inh 2.6 and FBW7 activator 0.0.
For c1ccc2c(OCc3nc4ccccc4[nH]3)cccc2c1 the results were GPR151 ag 0.4, MITF primary 4.2, TEAD-YAP inh -20.6 and FBW7 activator 0.0.
`COc1ccc2nc(N3CCC(C(=O)N4CCCCCC4)CC3)sc2c1` gave GPR151 ag 0.7, MITF primary 1.4, TEAD-YAP inh -41.8 and FBW7 activator -0.2.
`Cc1cccc(OCC(O)Cn2c(N3CCCC3)nc3c2c(=O)[nH]c(=O)n3C)c1` (stereo not given) gave GPR151 ag 0.0, MITF primary 13.8, TEAD-YAP inh 1.2 and FBW7 activator 0.6.
For CCOC(=O)CNC(=O)c1cc(C)c(-c2ccccc2)s1 the results were GPR151 ag -1.6, MITF primary -4.6, TEAD-YAP inh -24.2 and FBW7 activator 0.0.
Screening C=CCn1cnc2scc(-c3ccc(CC)cc3)c2c1=O returned GPR151 ag -1.1, MITF primary 24.5, TEAD-YAP inh -4.4 and FBW7 activator 0.5.
For O=C(CN1CCC(C(=O)c2ccc(F)cc2)CC1)NCc1ccco1 the results were GPR151 ag -0.1, MITF primary 13.3, TEAD-YAP inh 7.8 and FBW7 activator 0.3.
O=C(Nc1ccc2oc(-c3cc(Br)ccc3Cl)nc2c1)c1ccc(-c2cccc([N+](=O)[O-])c2)o1 was read as GPR151 ag -0.3, MITF primary -8.6, TEAD-YAP inh 6.5 and FBW7 activator -0.2.

An excerpt from above in order of molecular weight, smallest number first.
For Cc1ccc(C)c(NC(=O)c2c(F)cccc2F)c1 the results were GPR151 ag -1.8, MITF primary -10.6, TEAD-YAP inh -15.5 and FBW7 activator -0.1.
CCN1CCN(C(=O)/C=C/c2ccc(C(C)C)cc2)CC1 was read as GPR151 ag 0.8, MITF primary 1.5, TEAD-YAP inh 3.6 and FBW7 activator -0.1.
For CCOC(=O)CNC(=O)c1cc(C)c(-c2ccccc2)s1 the results were GPR151 ag -1.6, MITF primary -4.6, TEAD-YAP inh -24.2 and FBW7 activator 0.0.
COc1cc2c(cc1OC)C(COc1ccc(F)cc1)N(C(=O)c1ccc(S(=O)(=O)N(C)C)cc1)CC2 (stereo not given) was read as GPR151 ag -0.3, MITF primary -8.8, TEAD-YAP inh 10.4 and FBW7 activator -0.2.
O=C(Nc1ccc2oc(-c3cc(Br)ccc3Cl)nc2c1)c1ccc(-c2cccc([N+](=O)[O-])c2)o1 was read as GPR151 ag -0.3, MITF primary -8.6, TEAD-YAP inh 6.5 and FBW7 activator -0.2.

Next entries follow.
Screening CCCC1CCC(c2ccc(-c3noc(-c4ccccc4Br)n3)cc2)CC1 (stereo not given) returned GPR151 ag -1.2, MITF primary -11.9, TEAD-YAP inh -1.9 and FBW7 activator -0.1.
For COc1cc(/C=C2/C(=O)NN(c3ccc(Cl)cc3)C2=O)ccc1OC(=O)c1ccco1 the results were GPR151 ag -0.4, MITF primary 10.1, TEAD-YAP inh 2.9 and FBW7 activator 0.5.
`CC(=O)N1CCC(C(=O)NCC2Cc3cc(Cl)cc(-c4ccncc4)c3O2)CC1` (stereo not given) gave GPR151 ag 0.3, MITF primary -5.5, TEAD-YAP inh -15.8 and FBW7 activator 0.0.
Cc1cc(Cl)ccc1OCCCC(=O)Nc1ccccc1[N+](=O)[O-] was read as GPR151 ag 0.5, MITF primary 12.6, TEAD-YAP inh 2.0 and FBW7 activator -0.2.
For COc1ccc(C2CC(c3c(O)cc(C)oc3=O)=NCCS2)cc1OC (stereo not given) the results were GPR151 ag 2.9, MITF primary 8.1, TEAD-YAP inh -7.5 and FBW7 activator -0.2.
COc1ccc(C)cc1NC(=O)C/C(C)=N/NC(=O)Cc1ccc(-c2ccccc2)cc1 was read as GPR151 ag 0.7, MITF primary -6.1, TEAD-YAP inh 6.5 and FBW7 activator 0.2.
Screening O=C(Nc1cccc(Cl)c1)N(C1=NCCC1)c1ccc(F)cc1 returned GPR151 ag 0.5, MITF primary -2.1, TEAD-YAP inh -3.7 and FBW7 activator -0.1.
`Cn1ncc2c(N3CCOCC3)nc(NCc3ccco3)nc21` gave GPR151 ag 5.4*, MITF primary 17.2, TEAD-YAP inh -1.9 and FBW7 activator 0.2.
CCOC(=O)c1cc(-c2ccc(OC)cc2)no1 was read as GPR151 ag 2.1, MITF primary 14.3, TEAD-YAP inh -7.1 and FBW7 activator 0.2.
For Cc1nc2cnc(-c3ccc4ccccc4c3)cn2c1NC(=O)c1ccncc1 the results were GPR151 ag 0.8, MITF primary 17.3, TEAD-YAP inh -5.7 and FBW7 activator 0.2.
Screening CCOc1ccccc1-c1nc2cnccn2c1NC(C)(C)C returned GPR151 ag 1.1, MITF primary -5.0, TEAD-YAP inh -2.4 and FBW7 activator 0.4.
`CCN1C(=O)/C(=C2/Sc3ccccc3N2CCCS(=O)(=O)O)SC1=S` gave GPR151 ag 0.5, MITF primary 10.5, TEAD-YAP inh -1.2 and FBW7 activator -0.1.
Screening COC1=C/C(=C/c2c(N)n3nc(-c4ccccc4Cl)sc3nc2=O)C=CC1=O returned GPR151 ag -2.1, MITF primary -5.7, TEAD-YAP inh -11.6 and FBW7 activator 0.1.
Screening Cn1cccc1Cc1nnc(SCC(N)=O)n1C returned GPR151 ag -1.8, MITF primary 5.6, TEAD-YAP inh -0.3 and FBW7 activator -0.2.
COc1ccc(CCNc2cc(Nc3ncccn3)ncn2)cc1 was read as GPR151 ag -0.4, MITF primary 5.7, TEAD-YAP inh 7.3 and FBW7 activator 0.0.
Screening c1ccc(CN2CCC(N3CCN(C4CCN(Cc5ccccc5)CC4)CC3)CC2)cc1 returned GPR151 ag -0.1, MITF primary 21.4, TEAD-YAP inh 16.3 and FBW7 activator -0.1.
For O=C(Oc1ccc(Cl)cc1NC1=NS(=O)(=O)c2ccccc21)c1ccccc1 the results were GPR151 ag 0.1, MITF primary -1.4, TEAD-YAP inh -7.0 and FBW7 activator 0.0.
For Cn1c(Nc2cc(C(=O)NC3CCN(Cc4ccccc4)CC3)ccn2)nc2ccccc21 the results were GPR151 ag 1.0, MITF primary 6.7, TEAD-YAP inh 0.2 and FBW7 activator -0.1.
For Cc1csc2nc3ccccc3c(=O)n12 the results were GPR151 ag 0.3, MITF primary -3.8, TEAD-YAP inh -6.6 and FBW7 activator -0.1.
Screening CCN(CC)C(C)CN1c2ccccc2Sc2ccccc21 (stereo not given) returned GPR151 ag -0.5&-2.8, MITF primary 20.2&6.4, TEAD-YAP inh -11.1 and FBW7 activator 0.1&0.8.
Screening COc1ccc(/C=C2/N=C(SCC(=O)c3ccccc3)N(c3ccccc3)C2=O)cc1 returned GPR151 ag 1.1, MITF primary 5.8, TEAD-YAP inh 0.6 and FBW7 activator 0.2.
CCOC(=O)c1ccccc1NC(=O)CSc1cccc[n+]1[O-] was read as GPR151 ag 0.2, MITF primary 1.5, TEAD-YAP inh 3.2 and FBW7 activator 0.1.
CC(=O)NC1=NC(=O)/C(=C\c2ccc(Br)cc2)S1 was read as GPR151 ag -0.4, MITF primary 8.9, TEAD-YAP inh -7.8 and FBW7 activator 0.2.
`COc1ccc(C(=O)Nc2ccc(Cc3ccc(NC(=O)c4ccc(OC)c(OC)c4)c(C(=O)O)c3)cc2C(=O)O)cc1OC` gave GPR151 ag -0.3, MITF primary -2.6, TEAD-YAP inh -9.4 and FBW7 activator -0.1.

At a glance, part of the list above.
Screening COC1=C/C(=C/c2c(N)n3nc(-c4ccccc4Cl)sc3nc2=O)C=CC1=O returned GPR151 ag -2.1, MITF primary -5.7, TEAD-YAP inh -11.6 and FBW7 activator 0.1.
Screening Cn1cccc1Cc1nnc(SCC(N)=O)n1C returned GPR151 ag -1.8, MITF primary 5.6, TEAD-YAP inh -0.3 and FBW7 activator -0.2.

Later entries.
For COc1cc(/C=C2\SC(NC(C)=O)=NC2=O)cc(Br)c1OCC(=O)O the results were GPR151 ag -2.3, MITF primary 22.4, TEAD-YAP inh 3.1 and FBW7 activator -0.3.
`CN(C)S(=O)(=O)N1CCN(Cc2nc3ccccc3n2Cc2ccccc2)CC1` gave GPR151 ag 1.1, MITF primary -4.9, TEAD-YAP inh -11.0 and FBW7 activator -0.1.
O=C1NC(=O)/C(=C/c2c(OCc3cnc(Cl)s3)ccc3ccccc23)S1 was read as GPR151 ag -1.3, MITF primary -1.5, TEAD-YAP inh 7.8 and FBW7 activator -0.1.
O=C(Cn1c(=S)[nH]c2ccccc2c1=O)NCc1ccc(F)cc1 was read as GPR151 ag -0.3, MITF primary 14.3, TEAD-YAP inh -4.4 and FBW7 activator 0.1.
CCN1C(=O)NC(c2ccc(Cl)cc2)C(C(=O)OCCc2ccccc2)=C1C (stereo not given) was read as GPR151 ag 2.0, MITF primary 0.7, TEAD-YAP inh -6.0 and FBW7 activator -0.2.
`COc1ccc([N+](=O)[O-])cc1NC1CC(=O)N(c2c(C)cccc2C)C1=O` (stereo not given) gave GPR151 ag 1.2, MITF primary -2.1, TEAD-YAP inh 6.0 and FBW7 activator 0.0.
`CN=c1scc(C)n1/N=C/c1ccc(O)cc1` gave GPR151 ag 0.2, MITF primary 17.6, TEAD-YAP inh 1.0 and FBW7 activator -0.1.
For CCCCN(CCCC)C(=O)c1ccccc1NC(=O)CN1C(=O)c2ccccc2C1=O the results were GPR151 ag 0.7, MITF primary 18.4, TEAD-YAP inh 8.5 and FBW7 activator 0.2.
CC(=O)C1=C(O)C(=O)N(c2nc3ccccc3s2)C1c1cccc(F)c1 (stereo not given) was read as GPR151 ag 0.0, MITF primary 9.9, TEAD-YAP inh -16.2 and FBW7 activator 0.1.
COc1ccc(CN2CCN(c3cc(C)c4ccc(O)cc4n3)CC2)c(OC)c1OC was read as GPR151 ag 1.2, MITF primary 14.4, TEAD-YAP inh 7.0 and FBW7 activator 0.2.
For CC(C)C(c1nnnn1Cc1ccco1)N1CCN(C2CCCC2)CC1 (stereo not given) the results were GPR151 ag 0.4, MITF primary -17.3, TEAD-YAP inh -1.2 and FBW7 activator 0.3.
N#CC1=C(N)Oc2c(c(C(F)(F)F)nn2-c2ccccc2)C1c1c(F)cccc1Cl (stereo not given) was read as GPR151 ag -0.4, MITF primary 17.0, TEAD-YAP inh 1.6 and FBW7 activator 0.1.
COc1ccc(C2CC3(CC(C)(C)NC(SC)=N3)c3ccc(O)cc3O2)cc1 (stereo not given) was read as GPR151 ag 0.9, MITF primary -15.8, TEAD-YAP inh -4.8 and FBW7 activator 0.0.
`N#CC1=C(N)Oc2c(oc(CO)cc2=O)C12C(=O)Nc1ccc(F)cc12` (stereo not given) gave GPR151 ag 1.2, MITF primary 1.7, TEAD-YAP inh 0.1 and FBW7 activator 0.1.
For COc1ccc(-c2cn3c(n2)sc2cc(C)ccc23)cc1 the results were GPR151 ag -1.8, MITF primary -5.1, TEAD-YAP inh 24.2 and FBW7 activator 0.3.
For Cn1c2ccccc2n2c(=O)n(CC(=O)NC3CCCC3)nc12 the results were GPR151 ag -0.7, MITF primary 19.6, TEAD-YAP inh -13.6 and FBW7 activator 0.7.
Cc1cc(C)c2c(-n3cccc3)c(C(=O)NCCN3CCOCC3)sc2n1 was read as GPR151 ag 1.0, MITF primary 16.9, TEAD-YAP inh -0.3 and FBW7 activator 0.5.
`O=C(O)c1cccc(Nc2nc(-c3ccc([N+](=O)[O-])cc3)nc3ccccc23)c1` gave GPR151 ag -1.0, MITF primary 0.0, TEAD-YAP inh -5.4 and FBW7 activator 0.1.
For COc1ccc(CNc2sc3c(c2C(=O)Nc2ccc(OC)cc2)CCCC3)cc1 the results were GPR151 ag 0.9, MITF primary -13.8, TEAD-YAP inh -2.0 and FBW7 activator -0.2.
Screening Cc1cc(N2CCCC2)nc2ccc(NC(=O)CCC(=O)N(C)C3CCCCC3)cc12 returned GPR151 ag 0.0, MITF primary -6.0, TEAD-YAP inh 0.2 and FBW7 activator 0.1.
`O=C(CCSc1ccc(Cl)cc1)NC1CCCC1` gave GPR151 ag 0.3, MITF primary -3.7, TEAD-YAP inh 1.9 and FBW7 activator -0.1.
For Cc1ccn(C(=O)c2cccc([N+](=O)[O-])c2)n1 the results were GPR151 ag 0.3, MITF primary -6.1, TEAD-YAP inh 3.3 and FBW7 activator -0.2.
For COc1ccc(Br)cc1S(=O)(=O)NCc1ccccc1 the results were GPR151 ag -0.7, MITF primary 5.1, TEAD-YAP inh 8.0 and FBW7 activator 0.1.
For O=C(Nc1ccccc1)c1cc2cc(Cl)ccc2oc1=O the results were GPR151 ag 0.4, MITF primary 15.2, TEAD-YAP inh -29.2 and FBW7 activator 0.4.
Cc1ccc(N2C(=O)c3cccc(N)c3C2=O)c(C)c1 was read as GPR151 ag 0.7, MITF primary -7.4, TEAD-YAP inh 33.2* and FBW7 activator 0.0.

Outcome played no part in choosing rows. About 3.5% of those tested had a hit in this group.
